Screening results from PubChem BioAssay.
D2 potentiator – D2 dopamine receptor (human) potentiation; P14416; HEK293 T-REx D2, calcium flux, EC20 dopamine potentiation; potentiation, % at 10 µM; 0.34% of 340,000 active; AID 485347;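 active means potentiation over 3 SD above the plate norm, cut at about 30% in these data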; further: 0% is about no effect
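Calcium flux readout, no-wash dye, 1 read/s. Inducible HEK293 Trex D2 line, overnight 30 C. Compound alone 180 s (agonist flags), then EC20 dopamine, another 180 s to score potentiation.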
D1 agonist – human D1 receptor agonism; 1% of 360,000 active; activation, % at 2 µM; AID 504660; P21728; HEK293 T-REx D1 cells, calcium flux, agonist mode; further: 0% is about no effect
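Agonism was scored from calcium flux recorded over 180 s (1 read/s) after pintool compound addition, following a 10-cycle baseline. Cells were inducible force-coupled HEK293 TREx D1, plated overnight at 30 C and loaded with no-wash calcium dye.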
D1 potentiator – enhances dopamine response at the human D1 receptor | AID 504651 | P21728 | 0.036% of 360,000 active | potentiation, % at 10 µM | HEK293 TREx D1 cells, calcium flux, dopamine EC20 potentiation; in the data active means potentiation above about 30%; further: 0% is about no effect
TRHR enhancer – allosteric enhancers of human TRH receptor | P34981 | TRHR cells, fluo-8 calcium fluorescence, EC20 TRH enhancement | enhancement, % at 2 µM | 0.66% of 360,000 active | AID 493056; in the data active means enhancement above about 30%; further: 0% is about no effect
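Enhancer read-out: after compound pinning and an initial kinetic agonist-mode read, an EC20 of TRH (10 nM final) was injected and fluo-8 calcium signal (Ex 480/Em 530) followed at 1 s/cycle for 100 cycles in TRHR-expressing cells.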
TRHR ag – TRH receptor (human) agonism | TRHR cells, calcium flux fluo-8, FDSS agonist mode | AID 493084 | P34981 | 0.18% of 360,000 active | activation, % at 2 µM; further: 0% is about no effect
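Agonist-mode FDSS calcium read (Ex 480/Em 530, 1 s cycles) in 1536-well TRHR cells with fluo-8 dye, after 10-cycle baseline and 23 nL compound addition; TRH at EC20 (10 nM final) added afterwards for the enhancer phase.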
D2 agonist – activates the human D2 dopamine receptor. P14416. HEK293 T-REx D2 cells, calcium flux agonist mode. activation, % at 2 µM. 0.53% of 340,000 active. AID 485358;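 active means activation over 3 SD above normal in the single-dose calcium agonist read, cut at about 30% in these data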; further: 0% is about no effect
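Calcium-flux readout, 1 cycle/sec over 180 s following compound pin transfer, in inducible HEK293 Trex D2 cells (force-coupled); dopamine controls included. Positive calcium responses during this window marked compounds as potential agonists.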
RXFP1 antag – antagonists of human relaxin receptor RXFP1; Q9HBX9; HEK293-RXFP1, relaxin-stimulated cAMP HTRF, 30 min; hits give low values; activity change, negative = inhibition, % at 57.5 µM; 0.59% of 350,000 active; AID 1259400;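 active means activity change of -60% or lower, but not beyond a set lower limit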; further: on the % scale 0 is the no-effect control and ±100 the full control effect
Target sequence (Q9HBX9 whole entry, looked up): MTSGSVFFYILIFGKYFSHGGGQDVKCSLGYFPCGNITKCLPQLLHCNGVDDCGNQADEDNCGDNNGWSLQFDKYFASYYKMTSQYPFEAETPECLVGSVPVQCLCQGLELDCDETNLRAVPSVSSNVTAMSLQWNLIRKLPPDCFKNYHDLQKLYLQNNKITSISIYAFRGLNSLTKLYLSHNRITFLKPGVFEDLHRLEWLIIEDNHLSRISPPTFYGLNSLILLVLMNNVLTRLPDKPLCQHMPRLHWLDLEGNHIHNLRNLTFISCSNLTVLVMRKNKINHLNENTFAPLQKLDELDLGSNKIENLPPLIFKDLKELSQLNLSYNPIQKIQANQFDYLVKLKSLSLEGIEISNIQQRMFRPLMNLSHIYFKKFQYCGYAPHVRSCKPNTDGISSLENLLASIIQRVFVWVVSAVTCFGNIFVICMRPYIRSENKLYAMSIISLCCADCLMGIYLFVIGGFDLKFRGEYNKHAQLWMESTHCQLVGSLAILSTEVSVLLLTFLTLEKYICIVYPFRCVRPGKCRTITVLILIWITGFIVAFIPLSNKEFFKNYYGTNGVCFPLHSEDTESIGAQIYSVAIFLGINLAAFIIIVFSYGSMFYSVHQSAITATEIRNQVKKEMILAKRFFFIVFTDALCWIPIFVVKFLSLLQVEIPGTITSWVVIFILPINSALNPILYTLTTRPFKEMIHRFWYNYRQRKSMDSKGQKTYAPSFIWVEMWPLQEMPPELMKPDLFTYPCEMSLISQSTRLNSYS
D1 antag – antagonists of human D1 dopamine receptor; P21728; activity change, negative = inhibition, % at 10 µM; 3.2% of 360,000 active; HEK293 TREx D1 cells, calcium flux, dopamine EC80; hits give low values; in the data active means activity change below about -30%; further: on the % scale 0 is the no-effect control and ±100 the full control effect
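Allosteric or orthosteric antagonism assessed as attenuation of the calcium response to EC80 dopamine, added 180 s after compound, in induced HEK293 Trex D1 cells loaded with no-wash calcium dye.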
D2 antag – antagonists of human D2 dopamine receptor; inhibition, % at 10 µM; HEK293 TREx D2 cells, calcium flux, dopamine EC80; 2% of 340,000 active; in the data active means inhibition above about 30%; further: 0% is about no effect
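Dopamine at EC80 is the agonist stimulus; test compounds precede it by 180 s. Calcium flux read kinetically in a force-coupled, inducible HEK293 T-REx D2 cell line.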
* hit, by the source's call; nt = no result given. Unless noted, no stated cut-off is given here; in the data, active means activation above about 30%; inactive means the rest.

SMILES	D2 potentiator	D1 agonist	D1 potentiator	TRHR enhancer	TRHR ag	D2 agonist	RXFP1 antag	D1 antag	D2 antag
O=C(Nc1ccccc1)C1CCCCC1	4.2	0.0	-3.9	4.3	-0.5	-0.5	1.1	0.8	0.7
Cc1sc2nc3n(c(=O)c2c1C)Cc1ccccc1-3	0.9	1.6	-4.0	4.5	0.0	0.6	nt	-12.0	-8.5
Cc1ccc(C(=O)Nc2cccc([N+](=O)[O-])c2)cc1S(=O)(=O)Nc1ccc(NC(=O)c2ccccc2)cc1	-6.9	3.0	-3.0	-0.6	0.2	-0.3	-22.9	-1.1	-0.5
O=C(Cc1nc2ccccc2[nH]1)N/N=C/c1ccccc1	-10.5	2.9	-2.3	-3.1	0.5	-0.2	-12.8	9.0	0.4
CC(=O)Oc1ccc2c(=O)c(N3C(=O)c4ccccc4C3=O)c(C)oc2c1C	-6.1	1.1	-0.9	-2.2	-0.9	-1.0	-23.4	0.3	-22.4
Cc1ccc(CNc2c(C=O)c(=O)[nH]c3ccccc23)cc1	2.4	5.7	-2.0	10.5	-0.3	0.1	-6.2	-50.7*	-6.2
COc1ccccc1/C=N/NC(=Nc1ccc(C)cc1)c1nc2ccccc2s1	1.7	4.4	1.3	-4.2	-0.4	1.3	nt	16.7	4.1
CN(CC(=O)Nc1c(Cl)cccc1Cl)C(=O)c1ccccc1SCC(=O)N1CCCC1	-4.9	3.2	-9.8	18.7	0.4	0.9	2.6	-8.5	-7.3
O=C(CCN1C(=O)/C(=C/c2cccs2)SC1=S)Nc1ccc(C(=O)O)cc1	5.6	3.6	-4.0	2.3	0.4	nt	0.1	-23.5	nt
Cc1ccc(CNC(=O)Cn2c(=O)ccc3cc(S(=O)(=O)N4CCCC4)ccc32)cc1	4.3	-0.2	-0.2	-5.0	-0.2	-1.7	nt	3.2	nt
OC(CN1CCN(c2ccccc2F)CC1)c1ccc(F)cc1 (stereo not drawn)	9.8	11.8	-11.8	8.0	-1.9	-0.1	-6.7	-17.0	1.5
COc1ccc(C2CC(=O)N(Cc3cccc(C)c3)c3c2c(C)nn3-c2nc(C)cc(C)n2)c(OC)c1 (stereo not drawn)	14.0	-1.0	2.4	2.4	0.1	3.1	-5.9	6.3	nt
COc1ccc(/C=C/C(=O)Nc2nonc2NC(C)=O)cc1	5.8	-0.3	-6.5	-0.6	-0.8	-0.6	14.6	-15.6	-2.8
CNC(=O)Cn1nc(C)c2ccccc2c1=O	11.4	0.6	4.5	2.2	0.5	0.4	4.9	0.3	-1.2
O=C(N/N=C/c1cccs1)c1[nH]ncc1Br	5.1	3.0	3.0	0.5	0.2	0.4	1.8	-1.6	-10.5
CC(C)(C)c1ccc(N/N=C(\C#N)S(=O)(=O)C(C)(C)C)cc1	26.3	26.8	-3.6	1.2	1.8	1.5	-4.4	-12.3	-21.6
CCN(CC)CC#CC(C)OCOCC#CCOC (stereo not drawn)	-0.3	3.3	-3.2	5.6	0.1	0.8	-8.9	0.2	2.9
Cc1cccc(C)c1OCC(C)N (stereo not drawn)	11.0	6.0	-5.5	-2.4	0.0	-1.0	4.4	-19.0	2.4
CN(C(=O)CSc1nnc(NC(=O)Nc2ccccc2)s1)c1ccccc1	-0.4	4.3	-3.1	-6.3	0.0	nt	-2.9	nt	nt
O=C(O)CC(c1ccccc1F)N1Cc2ccccc2C1=O (stereo not drawn)	-7.4	0.3	-1.4	6.7	0.4	-0.2	5.0	1.3	-5.4
Cc1ccc(C)c(-n2[nH]c3c4c(ccc3c2=O)C(=O)c2ccccc2C4=O)c1	2.4	-0.3	-5.3	1.2	-1.3	-0.7	0.6	2.9	4.3
O=C(NCC1CCCO1)C1CCCCN1S(=O)(=O)c1ccc(F)cc1 (stereo not drawn)	0.3	0.6	-2.0	1.6	-0.4	0.4	3.0	5.7	-6.6
COc1ccc(C)cc1NC(=O)c1oc2ccc(S(=O)(=O)N3CCCCC3)cc2c1C	-3.5	-0.7	1.7	0.1	-0.1	-0.1	-9.4	23.9	nt
Cc1cc(C(=O)NCc2cccs2)no1	0.9	1.2	-3.8	2.9	0.0	0.0	38.3	-4.4	-2.5
CC(=O)Nc1nc2ccccc2n1Cc1ccccc1	-3.8	2.5	-5.0	3.0	0.5	-0.4	-2.1	2.7	4.8

Another view of two compounds above.
> O=C(NCC1CCCO1)C1CCCCN1S(=O)(=O)c1ccc(F)cc1 (stereo not drawn)
  D2 potentiator: 0.3
  D1 agonist: 0.6
  D1 potentiator: -2.0
  TRHR enhancer: 1.6
  TRHR ag: -0.4
  D2 agonist: 0.4
  RXFP1 antag: 3.0
  D1 antag: 5.7
  D2 antag: -6.6

> COc1ccc(/C=C/C(=O)Nc2nonc2NC(C)=O)cc1
  D2 potentiator: 5.8
  D1 agonist: -0.3
  D1 potentiator: -6.5
  TRHR enhancer: -0.6
  TRHR ag: -0.8
  D2 agonist: -0.6
  RXFP1 antag: 14.6
  D1 antag: -15.6
  D2 antag: -2.8

(list continues)
SMILES	D2 potentiator	D1 agonist	D1 potentiator	TRHR enhancer	TRHR ag	D2 agonist	RXFP1 antag	D1 antag	D2 antag
O=C(NCCCCNC(=O)c1ccc(Br)s1)c1ccc(Br)s1	-6.6	1.6	-3.0	3.4	-0.6	0.3	-16.3	21.8	29.9
CCOc1ccccc1NC1=C(Cl)C(=O)N(Cc2ccccc2)C1=O	-1.3	-2.0	-3.2	-5.6	-0.1	nt	1.5	-2.7	nt
CC1=C(C(=O)Nc2ccccc2)C(c2ccc(C)cc2)n2nc(SCc3ccccc3C)nc2N1 (stereo not drawn)	-5.7	2.3	-1.8	-1.0	0.9	nt	nt	-3.3	nt
CC(C)=CCN1CCN(Cc2cn(C(C)C)c3ccccc23)CC1CCO (stereo not drawn)	-20.2	5.7	0.1	0.4	1.7	1.1	-0.7	-9.5	14.7
CC(=O)c1ccc(NC(=O)c2sc3nc4n(c(=O)c3c2C)CCCCC4)cc1	5.6	2.1	3.0	8.3	1.0	-0.5	-23.3	-13.2	6.4
CC(C)(C)NC(=O)CSc1nc(Cc2ccccc2)nc2ccccc12	8.9	3.8	2.1	-3.1	0.0	0.7	-6.2	3.4	2.7
CCOc1ccccc1C1CC(=O)NC(SCC(=O)Nc2nccs2)=C1C#N (stereo not drawn)	1.3	3.2	-3.0	10.0	-1.2	1.3	-3.9	10.6	11.9
COc1ccccc1OC(C)C(=O)N1CCN(CCc2ccccn2)CC1 (stereo not drawn)	-5.2	-0.2	3.5	8.3	-0.2	nt	-3.3	1.0	nt
Cn1c(=O)cc(SCC(=O)NCC2CCCO2)c2ccccc21 (stereo not drawn)	12.2	1.7	0.3	-4.3	0.5	0.3	-4.4	10.3	9.5
COc1ccc(-c2noc(CCC(=O)N3CCC(C)CC3)n2)cc1	-2.6	7.4	-3.0	4.8	-0.1	nt	-5.2	nt	nt
Brc1ccc(C2=Nc3ccccc3C(c3ccncc3)=NN2)cc1	4.9	2.1	-5.8	8.7	-1.7	0.3	8.1	2.5	1.3
CCOc1ccccc1NC(=O)C1CCCN(S(=O)(=O)c2ccc(-n3cnnn3)cc2)C1 (stereo not drawn)	7.0	3.0	-2.4	1.2	0.1	0.1	6.8	0.0	-7.1
CCCCN(CC)CCNC(=O)CCC(=O)Nc1ccc2nc(N3CCN(C)CC3)cc(C)c2c1	-22.9	4.1	0.1	-2.5	0.0	0.3	8.8	-12.3	-40.9
c1ccc2c(c1)CCCN2c1nc2ccccc2n2cnnc12	13.3	4.6	-1.2	-0.1	0.0	-1.4	nt	3.4	-1.9
CCc1ccccc1NC(=O)Nc1nnc(N2CCCC2)s1	2.2	0.3	0.8	-5.8	-0.2	2.2	0.2	0.3	nt
CCNC(=O)COC(=O)c1[nH]c(C)c(C(=O)OC)c1C	0.0	1.1	-2.6	1.2	0.6	0.1	-13.3	-20.5	-3.0
O=C(Nc1ccc2oc(-c3ccccc3F)nc2c1)c1ccccc1F	1.7	2.3	-0.9	10.8	0.4	0.7	-20.0	1.2	-12.3
COc1ccc2nc3c(c(-c4ccccc4)c2c1)CCC3	11.3	-1.7	-7.0	3.5	0.3	-1.6	nt	-21.3	-11.3
CCOc1ccc(N2C(=O)Nc3ccccc3C2(O)C(=O)NCc2ccc(F)cc2)cc1 (stereo not drawn)	6.9	-3.5	-0.3	4.7	1.2	-0.1	-17.5	2.3	-16.0
CCOc1ccc(NC(=O)C2CCCN2C(=O)OCc2ccccc2)cc1 (stereo not drawn)	4.4	0.6	3.8	-0.2	-1.1	-1.8	-14.8	-4.3	-0.2
Cc1ccc(Cl)cc1NC(C#N)c1ccccc1 (stereo not drawn)	12.2	0.3	-7.0	-3.3	-0.5	-0.6	3.3	-6.9	3.2
Cc1cc(OC(=O)c2ccccc2Cl)cc(=O)n1C	nt	2.4	-2.2	5.8	0.0	nt	-21.0	0.1	nt
N#CC1=C(N)Oc2c(ccc3ccccc23)C1c1ccsc1 (stereo not drawn)	29.3	-0.2	1.6	15.3	-0.5	-0.2	-4.0	-3.0	-4.4
Cn1nnnc1SCCCNCc1cccc(OCc2ccc(F)cc2)c1	15.4	149.8*	4.6	4.7	-0.4	-1.8	-7.1	-31.1*	nt
O=C(CSc1nnc(CNC(=O)C23CC4CC(CC(C4)C2)C3)n1-c1ccccc1)Nc1ccc(F)cc1	9.5	0.8	11.6	-3.4	-0.7	-1.1	16.1	10.3	4.5

Taken from above.
Cc1cc(C(=O)NCc2cccs2)no1 @ D2 antag: -2.5
CCOc1ccccc1NC1=C(Cl)C(=O)N(Cc2ccccc2)C1=O @ TRHR enhancer: -5.6
CCNC(=O)COC(=O)c1[nH]c(C)c(C(=O)OC)c1C @ D1 potentiator: -2.6
O=C(Nc1ccccc1)C1CCCCC1 @ D1 potentiator: -3.9
Cc1ccc(Cl)cc1NC(C#N)c1ccccc1 (stereo not drawn) @ TRHR ag: -0.5

Next entries.
SMILES	D2 potentiator	D1 agonist	D1 potentiator	TRHR enhancer	TRHR ag	D2 agonist	RXFP1 antag	D1 antag	D2 antag
CCCCN1CC(c2nc3ccccc3n2CCCCOc2cc(C)cc(C)c2)CC1=O (stereo not drawn)	1.6	-0.4	-1.5	-1.6	0.4	1.1	nt	-3.6	nt
CC(=O)N1CCN(C(=O)c2ccc(OC3CCN(Cc4ccccn4)CC3)cc2)CC1	3.9	-0.7	1.8	-5.5	0.5	0.2	0.5	-5.4	5.3
O=C(CSc1ccc(Br)cc1)NCC(c1cccs1)N1CCOCC1 (stereo not drawn)	0.2	9.1	0.6	-13.9	1.1	-1.2	-6.3	-10.4	-15.9
CCC(=O)Nc1ccc2c(c1)C(=O)N(C)C2=O	-1.4	-0.9	-0.2	-2.8	0.1	0.1	50.6	-16.3	-3.1
Cc1ccc(NC(=S)N(CCN(C)C)Cc2cccs2)cc1C	-1.7	3.5	-13.5	-7.8	0.7	1.5	-18.0	-42.5*	12.4
O=c1/c(=C\c2ccc3c(c2)OCO3)sc2n1CCCN=2	3.5	1.9	-4.0	-2.7	-0.1	-0.1	-8.7	-7.5	4.2

5 entries out of the list above, ordered by their value in RXFP1 antag, high to low:
Molecule,RXFP1 antag
CCC(=O)Nc1ccc2c(c1)C(=O)N(C)C2=O,50.6
CC(=O)N1CCN(C(=O)c2ccc(OC3CCN(Cc4ccccn4)CC3)cc2)CC1,0.5
O=C(CSc1ccc(Br)cc1)NCC(c1cccs1)N1CCOCC1 (stereo not drawn),-6.3
O=c1/c(=C\c2ccc3c(c2)OCO3)sc2n1CCCN=2,-8.7
Cc1ccc(NC(=S)N(CCN(C)C)Cc2cccs2)cc1C,-18.0
